# CHO-K1 Ca antag: M1 antagonist counterscreen hit in parental CHO-K1 cells; ATP-induced calcium, Fluo-8 fluorescence; hit rate 0.6% among 360,000; inhibition, % at 3 µM;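 active = inhibition above a per-plate cutoff, the plate's mean sample inhibition plus 3 SD, cut at about 24% in these data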;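 also: 0% = DMSO plus EC80 ATP and 100% = DMSO alone without ATP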
# TAAR1 agonist: human TAAR1 agonists, primary screen, Fluo-8 calcium fluorescence, CHO RD-HGA16 cells; Trace amine-associated receptor 1 (Homo sapiens), Q96RJ0; vehicle wells 0%, saturating PEA agonist 100%; activation, % at 3 µM; hit rate 0.99% among 360,000; AID 624467, 2012;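 active = activation above the mean activation of all test compounds in the run plus 3 SD, cut at about 38% in these data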
# Target sequence (Q96RJ0 whole entry, looked up): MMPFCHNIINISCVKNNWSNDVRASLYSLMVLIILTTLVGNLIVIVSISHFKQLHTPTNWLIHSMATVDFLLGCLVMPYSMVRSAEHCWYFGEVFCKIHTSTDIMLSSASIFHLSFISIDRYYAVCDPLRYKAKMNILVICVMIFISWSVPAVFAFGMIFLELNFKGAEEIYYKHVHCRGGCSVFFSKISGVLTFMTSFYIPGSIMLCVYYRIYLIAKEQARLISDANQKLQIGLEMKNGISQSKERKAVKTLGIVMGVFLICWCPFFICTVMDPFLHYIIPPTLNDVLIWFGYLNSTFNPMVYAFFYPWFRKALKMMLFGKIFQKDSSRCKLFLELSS
#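 Test system: RD-HGA16 (CHO) cells co-expressing Gα16 and hTAAR1 / Benchmarks: DMSO vehicle as 0%, PEA at EC100 as 100% / Repeats: no replicates (n 1) / Measure: % activation from peak over basal fluorescence ratio, DMSO-to-PEA scaled / Timing: 17-24 h plating, Fluo-8 75 min 37 °C, 30 min RT / Technique: kinetic Fluo-8 calcium fluorescence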
# CHRM1 antagonist: human M1 muscarinic receptor antagonists, primary screen, CHO-K1 cells, Fluo-8 calcium fluorescence, 1536-well; Muscarinic acetylcholine receptor M1 (Homo sapiens), P11229; CHO-K1 hM1, ACh EC80 antagonist; inhibition, % at 3 µM; hit rate 1.3% among 360,000;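 active = percent inhibition above its own plate's cutoff, namely the mean of that plate's compound wells plus 3 SD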;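 also: peak over basal fluorescence ratio during 140 s after agonist addition; 0% = ACh EC80 plus DMSO and 100% = DMSO alone without agonist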
# CHO parental Ca: ATP-evoked calcium signal inhibitors, parental CHO, primary screen, counter-screen for OX1R antagonist project, cell-based, fluorescence, Fluo-8 calcium dye. parental CHO-K1, ATP-induced calcium, Fluo-8 fluorescence. inhibition, % at 5.6 µM. hit rate 0.63% among 330,000;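 active = inhibition above that plate's mean sample inhibition plus 3 SD, cut at about 26% in these data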;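 also: 0% = ATP-challenged DMSO wells and 100% = DMSO wells without ATP; some compounds past the cut are filed as inactive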
#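 Test system: parental CHO cells; detection: calcium-sensitive Fluo-8 fluorescence; evaluation: percent inhibition of calcium signal; also added: ATP as calcium-mobilizing challenge; repeats: one well per compound; control set: ATP-challenged DMSO wells low, unchallenged DMSO wells high; compound: single nominal dose of 5.6 µM per compound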
# CHO-K1 Ca ag: counter-screen for M1 agonists: effect in parental CHO-K1 cells; activation, % at 3 µM; hit rate 0.48% among 360,000; Fluo-8 calcium fluorescence; scaled to maximal ATP response, vehicle zero; in the data active = activation above about 15%;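 also: untransfected CHO-K1 host cells lacking M1 receptor as counterscreen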
# CHO-K1 Ca PAM: nonselective calcium activators in parental CHO-K1 cells, primary screen, counter-screen for M1 PAM project, cell-based, Fluo-8 calcium fluorescence, full deck, 1536-well. ATP EC20; 0% at ATP EC20, 100% at ATP max. activation, % at 3 µM. hit rate 0.02% among 360,000. AID 602247, 2012;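 active = activation above the run cutoff, the mean activation of all test compounds plus 3 SD, cut at about 40% in these data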;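 also: peak over basal fluorescence ratio in a 140 s read after ATP addition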
# TAAR1 antag: human TAAR1 antagonists, primary screen, Fluo-8 calcium fluorescence, CHO RD-HGA16 cells. AID 624466, 2012. hit rate 1.5% among 360,000. antagonist. inhibition, % at 3 µM. Trace amine-associated receptor 1 (Homo sapiens), Q96RJ0;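 active = inhibition above a per-plate cutoff, the mean inhibition of test compounds on that plate plus 3 SD, cut at about 49% in these data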;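 also: 0% = DMSO plus EC80 beta-PEA response and 100% = DMSO alone without agonist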
#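 Test system – hTAAR1-expressing CHO RD-HGA16 cells, Gα16-coupled · Reagent – β-PEA at EC80 concentration, post-compound challenge · Compound dosing – 3 µM, single point · Timing – 140 s kinetic read after compound, 140 s after agonist · Detection – Fluo-8 intracellular calcium dye fluorescence, real-time kinetic reads · Control set – DMSO and EC80 PEA controls · Repeats – n of 1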
# M1 ag: human M1 muscarinic receptor agonists, primary screen, Fluo-8 calcium fluorescence, CHO-K1 cells, HTS; Muscarinic acetylcholine receptor M1 (Homo sapiens), P11229; CHO-K1 hM1, agonist mode; 0% DMSO, 100% acetylcholine EC100; activation, % at 3 µM; hit rate 0.33% among 360,000; AID 588814, 2011;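 active = activation above the run's mean compound activation plus 3 SD, cut at about 16% in these data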;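 also: peak over basal fluorescence ratio within a 140 s kinetic read after compound addition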
# OXTR potentiator: human OXTR potentiators, primary screen, fluorescence, CHO-OTR cells, Fluo-8 calcium. Oxytocin receptor (Homo sapiens), P30559. Fluo-8 calcium fluorescence, potentiator mode; 0% = oxytocin EC15, 100% = EC100. activation, % at 3 µM. hit rate 0.061% among 320,000;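 active = activation above that plate's cutoff, the mean activation of tested compounds plus 3 SD, cut at about 6.6% in these data, passing the limit was not always enough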;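 also: 100% uses oxytocin at 75 nM as the full agonist control; some results filed as inactive read as strong as hits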
# Target sequence (P30559 whole entry, looked up): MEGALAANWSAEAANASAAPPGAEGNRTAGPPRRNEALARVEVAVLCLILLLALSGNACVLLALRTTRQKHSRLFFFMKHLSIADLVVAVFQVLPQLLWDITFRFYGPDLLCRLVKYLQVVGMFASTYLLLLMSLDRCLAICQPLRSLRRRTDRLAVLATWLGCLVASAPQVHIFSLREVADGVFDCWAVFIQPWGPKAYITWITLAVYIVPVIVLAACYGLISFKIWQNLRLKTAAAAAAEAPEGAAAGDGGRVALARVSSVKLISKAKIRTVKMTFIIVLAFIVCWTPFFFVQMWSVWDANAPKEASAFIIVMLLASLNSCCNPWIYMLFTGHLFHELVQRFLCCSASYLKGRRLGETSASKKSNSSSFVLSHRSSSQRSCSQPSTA
#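 Measured by – Fluo-8 calcium dye fluorescence · Test system – human OTR in CHO cells · Dosing – one concentration, 3.0 µM compound · Controls – EC15 oxytocin alone as 0%, 75 nM oxytocin as 100% · Evaluation – normalized max/min fluorescence ratio, % activation · Timing – 6 min pre-incubation, 100 s read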
# Numbers without * were called inactive; . = no result given.
compound,CHO-K1 Ca antag,TAAR1 agonist,CHRM1 antagonist,CHO parental Ca,CHO-K1 Ca ag,CHO-K1 Ca PAM,TAAR1 antag,M1 ag,OXTR potentiator
Fc1ccccc1C1c2[nH]c3ccccc3c2CCN1Cc1ccoc1 (stereo not drawn),4,2,5,-20,0.0,5,-14,-10,-15
O=C(NCc1ccco1)/C(=C/c1cccc(C(F)(F)F)c1)c1nc2ccccc2[nH]1,3,2,14,-7,1.9,-3,18,-7,-5
CC1(C)C(C=C(Cl)Cl)C1C(=O)N(Cc1ccc(Cl)cc1)C1CCS(=O)(=O)C1 (stereo not drawn),-4,2,-8,-27,0.0,9,4,-8,-5
COc1cccc(-n2c(C)n[nH]c2=O)c1,-3,6,-13,2,0.1,5,-5,-3,-9
CC(NC(=O)C1=CC=CN2CCS(=O)(=O)N=C12)c1ccc(Cl)c(Cl)c1 (stereo not drawn),-5,4,-13,-9,0.3,1,-13,-3,-1
Cc1cc(C)c(C(=O)OCC(=O)NC(=O)c2ccccc2)c(C)c1,0,58*,1,-13,3.9,1,70*,-3,-11
CCOC(=O)Cc1csc(Nc2ccc(Cl)cc2)n1,-8,4,-6,-16,2.2,22,5,-9,1
Cc1ccnc(NS(=O)(=O)c2ccc(NC(=O)CSc3nc(-c4ccccc4)cc(=O)[nH]3)cc2)n1,-13,1,3,0,0.2,3,9,-3,0
COc1ccc(CCNS(=O)(=O)c2cc(C(=O)O)c(Cl)cc2Cl)cc1,-3,0,-7,5,0.1,-6,6,-7,-11
CN(C)S(=O)(=O)n1cc(/C=C(\NC(=O)c2ccccc2F)C(=O)NCCN2CCOCC2)c2ccccc21,12,14,16,.,5.2,-7,32,-3,.
CC(C)C(OC(=O)c1ccco1)C(=O)NC1CCCC1 (stereo not drawn),-1,5,0,-9,0.9,4,-9,-5,-3
CC(C)C[C@@H](CN1CCC[C@@H]1CN1C(=S)NC[C@@H]1Cc1ccccc1)N1C[C@H](Cc2ccc(O)cc2)N(CC2CCCCC2)C1=S,5,-1,-5,.,0.1,8,-24,-3,.
O=C(NN=Cc1ccc2c(c1)OCO2)C1CC1,-11,6,-16,.,0.7,14,-23,-2,.
Cc1ccc(NC(=O)NNC(=O)COc2ccc3ccccc3c2)cc1,-3,1,-5,5,0.4,15,4,0,-10
COc1ccc(NC(=O)CCC(=O)c2ccc(-c3ccccc3)cc2)cc1,3,9,-6,-22,0.2,13,2,-4,-10
COCCn1nnnc1CN(CCc1ccc(OC)c(OC)c1)Cc1cc2ccc(C)cc2[nH]c1=O,2,8,-8,-14,0.0,9,4,-1,-11
CC(c1ccon1)N(C)C(=O)CCc1nnc(Cc2ccc(-c3ccccc3)cc2)o1 (stereo not drawn),-4,-1,19,-22,8.1,2,6,0,-7
CN(C)C(=S)SCC(=O)NCc1ccc(F)cc1,-4,15,-2,-17,0.2,15,-10,-14,-1
c1ccc(Oc2cccc(OCCCCN3CCCC3)c2)cc1,-4,10,40*,-6,3.0,19,-20,-11,2
Cc1ccc(Br)cc1S(=O)(=O)N1CCN(c2ccccc2)CC1,-3,6,-9,36*,0.7,13,32,-5,-20
CCOc1cccc(C(=O)Nc2ccccc2C(=O)N2CCOCC2)c1,-5,1,-3,0,0.3,3,-18,-2,-1
O=c1[nH]c(C2CCN(S(=O)(=O)c3ccccc3F)CC2)nc2c1nnn2Cc1ccc(OC(F)(F)F)cc1,1,-1,2,-12,-0.1,-17,-14,-1,-4
CCOC(=O)c1sc2nc(SCC#N)n(CCCN3CCCC3=O)c(=O)c2c1C,-12,5,-1,-18,1.9,11,-6,-7,-4
CCOC(=O)c1sc(=NC(=O)c2ccc(S(=O)(=O)N(C)c3ccccc3)cc2)n(C)c1C,1,17,-5,-9,0.0,0,-11,1,-9
Cc1ccc(S(=O)(=O)Oc2ccc(/C=C(/NC(=O)c3ccccc3)C(=O)Nc3ccccc3)cc2)cc1,1,7,12,-5,2.2,14,1,-1,-18
Cc1oc(C(=O)O)cc1COc1ccc2c3c(c(=O)oc2c1C)CCC3,23,7,-1,-2,-0.2,5,1,-2,-2
O=C(CSc1nc2ccccc2[nH]1)Nc1ccc(N2CCOCC2)cc1,-7,2,-7,-9,2.9,-1,7,0,-1
COC(=O)NNC(=O)CCCOc1ccc(Cl)cc1Cl,14,-1,13,-17,1.6,-9,-10,-4,-3
C=CCCC(=O)N1C[C@H]2CON(C)[C@H]2C[C@H]1c1cccc(N2CCOCC2)c1,-2,0,-4,.,0.0,3,-1,-1,.
CC1=C(C(=O)N2CCOCC2)CC(CC(=O)NCc2cccs2)C(=O)N1Cc1ccccc1 (stereo not drawn),17,-1,-3,.,-0.1,-3,2,-4,.
Cc1ccc(N2CC(C(=O)Nc3ccc(S(=O)(=O)N4CCCC4)cc3)CC2=O)cc1 (stereo not drawn),-10,1,1,-6,-0.2,-8,2,-10,-3
Cc1cccc(N2CC(C(=O)Nc3ccc4c(c3)OCCO4)CC2=O)c1C (stereo not drawn),-8,5,-2,-9,1.2,-2,-15,-2,-7
CC1CN(C(=O)/C=C/c2ccccc2Cl)CC(C)O1 (stereo not drawn),4,2,-10,4,0.2,-3,-22,-4,-5
CCOC(=O)C1CCN(c2nnc(N3CCCC3=O)s2)CC1,3,3,1,-14,0.0,6,10,-2,-6
CC(C)(C)C(=O)N1CCN(c2nc3ccccc3s2)CC1,-1,1,-9,-10,1.8,-8,13,1,-7
COc1ccc(C(=O)NNC(=S)NC2CCCCC2)cc1OC,-3,0,-3,-7,0.5,16,-9,-5,-5
Cc1coc2cc3oc(=O)c(CCC(=O)NCCCn4ccnc4)c(C)c3cc12,0,0,2,-10,0.8,1,-10,-13,-3
Cc1cccc(Cn2c(C)nc3ccc([N+](=O)[O-])cc3c2=O)c1,-6,1,-7,1,5.8,7,26,-4,-22
CCOC(=O)c1c(-n2cccc2)sc2c1CCCC2=O,-6,11,-3,-20,0.2,7,-24,-15,-8
COC(C(=O)Nc1ccc(F)cc1)c1ccccc1 (stereo not drawn),15,4,-6,-22,0.0,-2,3,1,-7
Nc1ccc2nc(N)sc2c1,-13,2,-14,.,0.9,20,-13,-2,.
COc1cccc(CN2CCN(Cc3ccc4c(c3)OCCO4)CC2CCO)c1 (stereo not drawn),-12,0,-22,-4,0.9,14,-20,-6,-5
COCCNC(=O)c1cc(C(=O)CC(C)C)c[nH]1,3,11,0,-9,0.2,5,9,-1,-2
Cc1ccc(S(=O)(=O)N2CCCC(c3nc(-c4ccc(C)o4)no3)C2)cc1 (stereo not drawn),-18,-4,-3,-21,1.2,2,-2,-7,-3
CCCOc1ccc(NC(=O)CCC(=O)NC(C)c2ccccc2)cc1 (stereo not drawn),-14,-2,-22,0,0.6,22,-4,-5,-10
O=C(O)C1CCCCC1C(=O)Nc1cccc(Cl)c1Cl (stereo not drawn),-9,1,-4,0,0.0,10,-11,-3,-14
CCCCn1cnc2c1c(=O)n(C)c(=O)n2C,-6,9,-4,1,0.3,1,3,-4,-3
O=c1sc2ccccc2c(=O)n1Cc1ccccc1F,-8,3,-5,-3,0.2,1,-1,-14,3
COC(=O)N1[C@H](C)C=C[C@]1(Cc1ccccc1)C(=O)OC,5,7,1,-21,2.3,3,1,-4,-6
Cc1cc(NC(=O)NN2CCOCC2)nn1-c1c(Cl)cc(Cl)cc1Cl,-6,2,-11,-5,0.9,0,3,-2,-6
CC(C)CCOc1ccccc1C(N)=O,-6,6,-6,-4,0.6,7,-1,-6,-14
CC1(C)C(=O)Nc2ccccc2N1C(=O)CN1C(=O)NC(CCc2ccccc2)C1=O (stereo not drawn),-1,8,11,-15,0.8,-1,-1,-4,-7
Cc1ccc(CN(Cc2cc3cc(C)ccc3[nH]c2=O)C(=O)N2CCOCC2)cc1,1,2,16,-17,0.8,-3,-22,-1,-10
Cc1ccc(NC(=O)c2scc3c2CCCC3)cc1,-6,-1,-7,-9,0.2,16,10,-3,-5
Cc1ccc(Sc2nc3c(c(=O)[nH]c(=O)n3C)n2CCc2ccccc2)cc1,-2,4,-14,-10,0.1,21,-21,-2,-11
Cc1nc2ccccn2c1C(=O)N/N=C/c1cc(C)n(-c2ccc(Br)cc2)c1C,-1,6,-5,-11,1.8,16,22,-6,-6
O=C(O)/C=C\C(=O)Nc1cccc(NC(=O)c2ccccc2)c1,6,2,3,-29,1.6,10,-3,-7,2
Cc1c(C(=O)N2CCOCC2)c(S(=O)(=O)Nc2cccc(Br)c2)c(C)n1C,-6,-3,-18,-22,-1.2,-6,-6,-5,-4
COc1ccccc1NC(=O)CN1CCN(CC(=O)Nc2ccc(C)c(F)c2)CC1,-6,4,-15,-19,2.3,15,-11,-4,-13
CC1(C)CC(=O)C=C(NCc2cccnc2)C1,-4,1,-7,-7,0.4,-1,-6,-5,6
Cc1ccc(N=Cc2nc(/C=C/c3cccc([N+](=O)[O-])c3)oc2O)cc1,-17,6,1,-1,0.8,2,-3,-3,5
CC1CCC(NC(=O)C2CCN(C(=O)Nc3ccccc3)CC2)CC1 (stereo not drawn),-19,1,-8,-16,0.5,19,-10,-6,-4

# Bioassay records from PubChem BioAssay.

# This is a random part of the collection (roughly 4.2% active in at least one column).
